High-throughput results from PubChem.
PglD inh – PglD (C. jejuni) enzyme inhibition; purified PglD enzyme, DTNB colorimetric CoA detection; inhibition, % at 12.5 µM; 360,000 compounds, 0.098% hits; in the data active = inhibition above about 16%, passing the limit was not always enough; note: strong numbers were not always called active
Cneo AK release – causes C. neoformans cell lysis; adenylate kinase release luminescence, 4 h; normalised: neutral wells 0, clomiphene wells 100; lysis activity, % at 15 µM; 360,000 compounds, 0.2% hits; AID 651654;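 active = mean lysis activity across replicates of at least 80%, whatever share of replicates individually reach that level; inactive = mean lysis activity below 80%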
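read-out = cell lysis signal | test system = log-phase Cryptococcus neoformans yeast cells | input = cells at 5 × 10^6 per mL | medium = fresh YPD growth medium | signal = luminescent adenylate kinase detection reagent | timing = 4 h at 37 °C static, read 1 h later | dosing = single dose | controls = Clomiphene as positive lysis control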
CFTR F508del cor – CFTR F508del correction in bronchial cells | CFBE cells, YFP halide quenching; stimulated with forskolin plus potentiator P3; % fluorescence drop versus neutral controls | activity (quench increase), % at 7.58 µM | 350,000 compounds, 0.36% hits | AID 720511;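 active = mean added fluorescence quench of at least 8% versus neutral control, with both replicates also reaching 8%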;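 note: cells transiently co-express mutant CFTR-F508del with the halide-sensitive YFP; corrector assay measuring rescue of mutant channel to the surface after 24 h compound exposure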
GSIS activator – primary screen for activators of insulin secretion dependent on glucose, INS-1E cells, GLuc reporter luminescence; INS-1E GLuc reporter insulin secretion, 2-3 h; activation, % at 16.6 µM; 370,000 compounds, 0.61% hits; AID 743287;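 active = lowest replicate activation of at least 40%, so every replicate reaches that level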;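 note: 0% = median of neutral control wells and 100% = median of IBMX positive control wells; some compounds called inactive have numbers as strong as hits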
FN deposit inh – fibronectin deposition inhibition; AH1F fibroblasts, Alexa488-fibronectin deposition fluorescence, overnight; inhibition, % at 12.6 µM; 350,000 compounds, 0.086% hits; AID 743247;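 active = mean inhibition across replicates of 30% or more, regardless of how many single replicates reach that level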;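 note: positive control wells lacked labelled fibronectin entirely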
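Assay system: AH1F fibroblast monolayer, labelled fibronectin deposition. Amount: 10000 cells per well. Also added: labelled fibronectin 24 nM. Compound: single-point pinned compound. Incubation: cell attachment 1 h, compound and FN exposure overnight. Detection: fluorescence after three HBSS washes, excitation 485 nm, emission 525 nm. Read-out: inhibition of fibronectin deposition signal.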
C2C12 statin – suppression of simvastatin myotoxicity; 330,000 compounds, 0.78% hits; rescue of ATP level, % at 7.49 µM; C2C12 myotubes + simvastatin, ATP luminescence, 48 h; scaled: DMSO 0, geranylgeraniol control 100; AID 602340;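 active = mean ATP rescue above about 67%, or every replicate alone reaching that limit, limit read from the data, passing the limit was not always enough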;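 note: myotubes were challenged with 10 µM simvastatin during compound exposure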
PGC1a acetyl inh – lowers PGC1a acetylation signal in U2OS cells; AlphaScreen anti-acetyl-lysine; with virally co-expressed GCN5 acetyltransferase; inhibition, % at 15.6 µM; 350,000 compounds, 0.17% hits;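 active = every replicate shows inhibition of at least 40%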;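 note: 0% = neutral control wells and 100% = positive control wells; some results beyond the cut were filed as inactive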
miR122 inh – inhibitors of miR-122 in Huh7 cells | activation (reporter increase), % at 12.5 µM | 340,000 compounds, 0.3% hits | Huh7 miR-122 Renilla luciferase sensor, 48 h; neutral wells = 0, positive control = 100;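 active = mean replicate activation score at least 90 and every replicate individually at or above 90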;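 note: higher luciferase means less miR-122 activity so hits act as miR-122 inhibitors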
The depositor's hits bear a star; x = not tested or not shown; & = joins results of further samples; [ ] = another dose, or the depositor's remark.

SMILES	PglD inh	Cneo AK release	CFTR F508del cor	GSIS activator	FN deposit inh	C2C12 statin	PGC1a acetyl inh	miR122 inh
CN(C(=O)CSc1cc(Cl)ccc1Cl)C1CCS(=O)(=O)C1 (stereo not given)	2	-1	1.5	x	-4	4	-26	-6
O=C(O)c1ccccc1NC(=O)C(c1ccccc1)c1ccccc1	-4	14	-1.5	1	6	x	0	1
CO[C@H]1CN(C)C(=O)c2cc(NC(C)=O)ccc2OC[C@H](C)N(C(=O)c2ccncc2)C[C@H]1C	-1	-1	8.4*	10	3	0	6	17[16.7 µM]
COc1cccc(/C=C/C(=O)c2ccc(NC3=NCCCS3)cc2)c1	x	x	0.3	-26	-1	x	1	x
Cc1nc2c(C)cccn2c1/C(O)=C1\C(=O)C(=O)N(CCN2CCOCC2)C1c1ccncc1 (stereo not given)	3	3	x	x	x	-1	4	-28
Cc1cc(C)nc(/N=C(/NC(=O)Nc2cccc(Cl)c2)Nc2ccccc2)n1	3	-1	x	x	x	-5	-11	1
O=S(=O)(c1ccc(F)cc1)N1[C@@H]2CNC[C@H]1C2c1ccc(-c2cccnc2)cc1 (stereo not given in full)	x	x	0.8&-2.9	-11&-12	-4&-9	x	-23&2	x
CO[C@H]1CN(C)C(=O)c2ccc(NC(=O)c3cccc(F)c3)cc2OC[C@H](C)N(CC2CC2)C[C@@H]1C	-1	1	-0.2	-14	10	-7	4	x
COc1cccc(N2CCN(c3ccc4nnc(CCC(=O)Nc5ccccc5OC)n4n3)CC2)c1	-1	12	-0.4	2	-4	14	-16	10
COc1ccc(/C=N/NC(=O)C(=O)NCC2CCCO2)cc1 (stereo not given)	-1	0	1.8	x	8	x	-3	-1
COc1ccccc1S(=O)(=O)N(C)C[C@@H]1Oc2cc(C#CCC(C)C)ccc2S(=O)(=O)N([C@@H](C)CO)C[C@@H]1C	1	39	1.2	-8	x	-36	0	-4[16.7 µM]
CC(C)(C)n1nnnc1C(c1cccs1)N1CCN(c2ccccc2)CC1 (stereo not given)	-6	2	x	-15	-3	28	-3	4
COC(=O)/C(=C\Nc1ccc(Cl)cc1Cl)NC(=O)c1ccc(Cl)cc1Cl	-3	0	x	x	x	2	1	3
COc1ccc(CN(C)C[C@H]2OCCCC[C@@H](C)Oc3ccc(NC(=O)Nc4ccc(OC)cc4)cc3C(=O)N([C@H](C)CO)C[C@@H]2C)cc1	-1	-4	1.1	-36	-17	x	4	7[16.7 µM]
N#Cc1ccc2c(c1)NC(=O)C1CCCN21 (stereo not given)	-1	0	-2.9	4	0	6	0	4

Four of the compounds above, as labelled records:
COc1cccc(N2CCN(c3ccc4nnc(CCC(=O)Nc5ccccc5OC)n4n3)CC2)c1
- PglD inh: -1
- Cneo AK release: 12
- CFTR F508del cor: -0.4
- GSIS activator: 2
- FN deposit inh: -4
- C2C12 statin: 14
- PGC1a acetyl inh: -16
- miR122 inh: 10

CO[C@H]1CN(C)C(=O)c2cc(NC(C)=O)ccc2OC[C@H](C)N(C(=O)c2ccncc2)C[C@H]1C
- PglD inh: -1
- Cneo AK release: -1
- CFTR F508del cor: 8.4*
- GSIS activator: 10
- FN deposit inh: 3
- C2C12 statin: 0
- PGC1a acetyl inh: 6
- miR122 inh: 17[16.7 µM]

CC(C)(C)n1nnnc1C(c1cccs1)N1CCN(c2ccccc2)CC1 (stereo not given)
- PglD inh: -6
- Cneo AK release: 2
- CFTR F508del cor: x
- GSIS activator: -15
- FN deposit inh: -3
- C2C12 statin: 28
- PGC1a acetyl inh: -3
- miR122 inh: 4

COc1ccc(CN(C)C[C@H]2OCCCC[C@@H](C)Oc3ccc(NC(=O)Nc4ccc(OC)cc4)cc3C(=O)N([C@H](C)CO)C[C@@H]2C)cc1
- PglD inh: -1
- Cneo AK release: -4
- CFTR F508del cor: 1.1
- GSIS activator: -36
- FN deposit inh: -17
- C2C12 statin: x
- PGC1a acetyl inh: 4
- miR122 inh: 7[16.7 µM]

The list continues:
SMILES	PglD inh	Cneo AK release	CFTR F508del cor	GSIS activator	FN deposit inh	C2C12 statin	PGC1a acetyl inh	miR122 inh
C[C@@H]1CN([C@@H](C)CO)C(=O)c2cc(NC(=O)c3ccccc3)ccc2O[C@@H](C)CCCCO[C@H]1CN(C)C(=O)C1CCCCC1	3	1	-0.2	-16	x	x	-4	-4[16.7 µM]
CSc1ncnc2c1ncn2CCCNCC1CCCCC1	2	1	-1.5	0	1	17	5	-4
COc1ccc(N(Cc2cc3cccc(C)c3[nH]c2=O)S(=O)(=O)c2ccc(OC)cc2)cc1	-4	-5	3.4	5	2	-4	4	5
COc1cc(C2c3c(oc4c(C)cc(C)cc4c3=O)C(=O)N2Cc2cccnc2)ccc1O (stereo not given)	1	2	x	x	-1	18	0	-4
COc1cccc(NC(=S)NNC(=O)c2c([N+](=O)[O-])c(C)nn2C)c1	4	0	x	x	x	-14	0	-5
c1ccc(Nc2nc3ccccc3n3cnnc23)cc1	5	0	-3.9	x	-2	3	-3	-3
COc1cc(/C=N/Nc2ccc(Cl)c(C(=O)O)c2)ccc1OC(=O)c1cccs1	-1	-3	0.6	-14	0	3	6	-7
O=C1CCC[C@@H]2Cc3nc4cc5c(cc4cc3[C@@H]3CCN1[C@H]23)OCO5	-4	-2	-0.4	-5	6	80*	2	-4
CC(C)CC#Cc1cnc2c(c1)C(=O)N([C@H](C)CO)C[C@@H](C)[C@H](CN(C)C(=O)c1ccc3c(c1)OCO3)O2	1	2	4.3	-38	x	25	5	-4[16.7 µM]
Cc1ccc(SCC(=O)Nc2cc(S(=O)(=O)N3CCCCC3)ccc2C)cc1	-5	0	5.3	x	x	12	6	-1
Oc1ccccc1/C=N/c1c(-c2ccco2)nc2ccccn12	-6	0	x	x	1	102*	6	0
CC(C)Cn1cc(C(=O)N2CCN(c3ccccn3)CC2)c2c3ccccc3n(C)c2c1=O	-1	0	x	-18	3	1	-1	36
CC(Oc1cccc([N+](=O)[O-])c1)C(=O)NCCC1=CCCCC1 (stereo not given)	-4	-2	-1.2	x	-11	-5	-8	0
CCN1/C(=C/c2ccc3cc(C)cc(C)c3[n+]2CC)Sc2cc(C)ccc21	-3	-3	65*	-40	-6	-74	x	-1
O=C(Nc1ccc(Nc2ccccc2)cc1)c1c(Cl)cccc1Cl	6	-1	x	1	0	-40	x	5
Cc1ccc(C)c(N2CCN(CC(=O)Nc3ccc4[nH]c(=O)[nH]c4c3)CC2)c1	1	-2	-4.1	-8	-4	-2	6	-1
Clc1ccc(OCCNCCc2ccccc2)cc1	-8	5	0.2	-16	-12	5	-39	-7
COc1ccc(C2CCCN2C(=S)Nc2cccc(C)c2)cc1OC (stereo not given)	x	x	-3.0	31	10	x	-23	x
C[C@@H]1CN([C@H](C)CO)S(=O)(=O)c2ccc(C#CCN(C)C)cc2O[C@H]1CN(C)S(C)(=O)=O	0	1	-0.4	1	x	2	-2	9[16.7 µM]
Cc1nnc(SCC(=O)Nc2ccc3c(c2)OCO3)s1	-2	2	-0.6	13	-7	7	0	-4
Cc1nnc(SC(C)C(=O)N(C)C2CCCCC2)n1N (stereo not given)	0	0	0.9	9	2	-18	2	-7
C[C@@H]1CCCCO[C@@H](CN(C)C(=O)c2ccncc2)[C@H](C)CN([C@@H](C)CO)C(=O)c2cc(NC(=O)CCC(F)(F)F)ccc2O1	3	3	-0.2	-20	7	x	1	-2[16.7 µM]
CC(C)N(C[C@@H]1N[C@@H](CO)[C@@H]1c1ccccc1)S(=O)(=O)c1ccccc1	-3	-3	2.5	8	-2	0	-2	-67[16.7 µM]
O=C(C1CCCCC1)N1C[C@H]2[C@@H](c3ccccc31)[C@@H](CO)N2C(=O)c1ccccc1	5	-2	1.3	-6	0	-11	-10	260*[16.7 µM]
O=C1CN(S(=O)(=O)c2ccccc2Cl)CCN1	5	-1	-0.5	13	-14	-6	x	x
Clc1ccc(-c2ccc(-c3nn4c(-c5ccco5)nnc4s3)o2)cc1	-4	0	x	x	x	14	-8	-3
CC(=O)c1c(C)[nH]c(C(=O)OCC(=O)Nc2cc(S(=O)(=O)N3CCCCC3)ccc2C)c1C	-2	1	-2.3	-1	0	x	-2	4
O=C(NNC(=O)c1ccccc1Cl)c1cccnc1	-4	-1	-4.4	73	-3	2	-7	-1
CCOc1ccc(N(CC)C(=O)c2nn(-c3ccc(OC)cc3)c(=O)c3c2c2ccccc2n3C)cc1	0	0	6.1	-15	5	7	4	-11
NS(=O)(=O)c1ccc(N=Nc2c(=O)[nH]n3c(=O)c4c([nH]c23)CCCC4)cc1	0	-2	-0.3	-15	11	0	4	-18
Cc1cc(S(=O)(=O)N2CCCC2C(=O)N2CCOCC2)c(C)cc1Cl (stereo not given)	-2	2	x	x	x	-1	-2	12
COc1ccc(NC(=O)Nc2cccc3c2O[C@H](CN(C)Cc2ccncc2)[C@@H](C)CN([C@H](C)CO)C3=O)cc1	-2	-2	-1.3	-6	x	-8	5	14[16.7 µM]
CCOC(=O)c1c(C)nc2sc3c(c2c1-c1ccc(OC)cc1)NC(c1ccccc1)NC3=O (stereo not given)	-1	0	x	x	x	-14	-23	-3
Cc1noc(C)c1-c1ccc(C(=O)Nc2ccccc2)c2occc12	-8	-12	0.5	-3	-3	3	-9	-9
COc1cc2nc3n(c(=O)c2cc1OC)-c1cc2ccccc2cc1C(=O)NC3Cc1ccccc1 (stereo not given)	-1	-2	-0.6	-23	3	19	0	-2
C[C@@H]1CN([C@@H](C)CO)C(=O)c2cccc(NS(=O)(=O)c3cccs3)c2O[C@H]1CN(C)Cc1ccc(Oc2ccccc2)cc1	4	-1	-0.1	-33	3	11	20	1[16.7 µM]
COc1ccc(C2CC(C(F)(F)F)n3nc(C(=O)O)cc3N2)cc1 (stereo not given)	x	x	1.0	-4	3	1	6	-1
CCCCC(=O)Nc1cccc(-c2nc3ncccc3o2)c1	-3	-3	x	x	-9	x	x	3
Cc1ccc(N2CCN(S(=O)(=O)c3ccc(F)cc3)CC2)c(C)c1	-5	1	-1.2	-13	-17	5	-13	12
C[C@@H]1CCCCO[C@@H](CN(C)C(=O)Nc2ccc3c(c2)OCO3)[C@H](C)CN([C@@H](C)CO)C(=O)c2cc(NS(C)(=O)=O)ccc2O1	1	1	-1.2	x	x	x	10	-2[16.7 µM]
Cc1nc(C)c(-c2csc(Nc3ccc(N)cc3)n2)s1	1	-1	-2.7	-6	-4	-34	x	x
CC(C)CC#Cc1ccc2c(c1)O[C@H](CN(C)Cc1cncnc1)[C@@H](C)CN([C@@H](C)CO)S2(=O)=O	0	1	-2.1	-12	x	-4	-6	22[16.7 µM]
COCC(=O)N1CCC(Oc2ccc(C(=O)NCc3cc(C)n(C)n3)cc2)CC1	7	-3	-2.1	5	-3	9	3	x
O=C(CCc1nnc2ccc(NCc3ccco3)nn12)Nc1cccc(F)c1	-7	0	1.3	-8	7	15	-6	-5
O=C(Nc1ccccc1)N1CCCCN2[C@H](C1)[C@H](c1ccc(C#Cc3cccnc3)cc1)[C@@H]2CO	1	0	4.1	-4	x	x	6	9[16.7 µM]
CO[C@H]1CN(C)C(=O)c2ccc(NC(=O)c3ccccc3F)cc2OC[C@@H](C)N(C(=O)c2ccccc2F)C[C@@H]1C	-4	-2	-1.4	-16	6	-3	-7	7[16.7 µM]
O=c1cc(/C=C/c2ccccc2)oc2ccccc12	-7	-1	x	x	x	138*	-16	40
COC(=O)c1ccc(C(=O)OC)c(NC(=O)COC(=O)CC2CC3CCC2C3)c1 (stereo not given)	4	1	x	x	4	-15	13	4
O=[N+]([O-])c1ccc(/C([O-])=C(/C(=S)Nc2ccccc2F)[n+]2ccccc2)cc1	1	7	0.5	31	-7	1	-9	24
Cc1ccc(NC(=O)c2ccc(C#CC3(O)CCCCC3)cc2)cc1C	x	x	0.0	8	x	-33	-9	4
